Screens as filed in PubChem BioAssay.
PI4K2A block – blocks human PI4K2A kinase activity; Q9BTU6; purified PI4K2A, ADP-Glo luminescence, 1 h; hits give low values; activity change, negative = inhibition, % at 76.9 µM; actives 0.13% (n = 420,000); in the data active = activity change below about -50%;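 note: -100% = wells without enzyme as full effect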
Target sequence (Q9BTU6 whole entry, looked up): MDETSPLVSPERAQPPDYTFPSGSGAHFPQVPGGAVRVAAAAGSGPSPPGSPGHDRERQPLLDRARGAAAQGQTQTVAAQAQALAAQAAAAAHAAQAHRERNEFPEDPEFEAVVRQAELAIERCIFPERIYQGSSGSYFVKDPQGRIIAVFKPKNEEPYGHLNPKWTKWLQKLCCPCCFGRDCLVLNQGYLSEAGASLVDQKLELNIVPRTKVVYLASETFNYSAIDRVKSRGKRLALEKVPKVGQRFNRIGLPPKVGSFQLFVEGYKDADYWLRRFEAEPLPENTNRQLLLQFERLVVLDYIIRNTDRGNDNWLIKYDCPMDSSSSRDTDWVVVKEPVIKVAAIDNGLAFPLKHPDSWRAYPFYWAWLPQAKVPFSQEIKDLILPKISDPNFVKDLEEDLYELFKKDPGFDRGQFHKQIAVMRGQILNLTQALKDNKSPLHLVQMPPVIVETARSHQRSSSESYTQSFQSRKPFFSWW
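ADP-Glo luminescence measured ADP generated by PI4K2A enzyme (4 ug/mL before mixing) with 1.2 mM PI substrate (pre-mix) and 300 microM ATP (pre-mix). Tris pH7.5 buffer with MgCl2, Triton X-100; 1 h reaction at ambient temperature.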
* = called active by the depositor. An excerpt; the hit share may differ from the screen's.

The first 16 entries, ahead of the listing:
Results for O=C(NCCCc1ccccc1)[C@H](Cc1ccccc1)NC1(C(=O)NCCc2c[nH]c3ccccc23)CCC1 ?
PI4K2A block: -2

What do the screens show for `CCCCCCCCN1C(=O)[C@@H](CC(=O)NCc2ccccc2)C[C@@]2(C(=O)OC)C1=C[C@H](C(C)C)O[C@@H]2C1CC1`?
PI4K2A block: 0

What do the screens show for `O=C(CN1CCN(Cc2ccccc2Cl)CC1)N/N=C\c1ccccc1F`?
PI4K2A block: 0

How did CN1CCC(N[C@@H](Cc2c[nH]c3ccccc23)C(=O)NCC(c2ccccc2)c2ccccc2)(C(=O)NC2CCCCC2)CC1 do in these assays?
PI4K2A block: 1

How did COc1ccccc1-c1nnc2n1N=C(c1ccc3c(c1)OCO3)CS2 do in these assays?
PI4K2A block: 0

How did CC(C)(C)OC(=O)NCc1ccccc1/C=C/S(=O)(=O)NC1CCCC1 do in these assays?
PI4K2A block: 2

How did C/C(=N/NC(=O)Cc1cccs1)c1cccc([N+](=O)[O-])c1 do in these assays?
PI4K2A block: 4

How did O=C(C(=O)N1CCN(c2ccccc2)CC1)c1ccncc1 do in these assays?
PI4K2A block: -3

Results for Cc1ccc(-c2nc3ncccn3c2NC(=O)Nc2ccc(OC(F)(F)F)cc2)cc1 ?
PI4K2A block: 3

How did Cc1cccc(C)c1NC(=O)C1C(c2ccc3c(c2)OCO3)=Nc2ccccc2N1C(=O)c1cccc(C(F)(F)F)c1 (centres undefined) do in these assays?
PI4K2A block: 6

Results for COCCCN1C(=O)[C@H](CC(=O)NCC2CCCCC2)[C@]2(C(=O)OC)CCCCC=C12 ?
PI4K2A block: 1

What do the screens show for `COC(=O)[C@]12C[C@H](CC(=O)NCc3cccs3)C(=O)N(CCc3ccc(OC)c(OC)c3)C1=C[C@H](C(C)C)O[C@@H]2C1CC1`?
PI4K2A block: 1

What do the screens show for `COc1cc(NC(=O)c2ccccn2)ccc1NC(=O)c1ccccc1Cl`?
PI4K2A block: -7

What do the screens show for `Cc1ccccc1C(=O)NC1CCCCN(Cc2cccc(F)c2)C1=O` (centres undefined)?
PI4K2A block: -4

How did Cc1ccc(-n2c(SCC(=O)Nc3cccc4ccccc34)nnc2-c2cccs2)cc1 do in these assays?
PI4K2A block: -1

Results for Cc1ccc2ccc(Cl)cc2n1 ?
PI4K2A block: -3

Main list, repeating the preview:
Results for O=C(NCCCc1ccccc1)[C@H](Cc1ccccc1)NC1(C(=O)NCCc2c[nH]c3ccccc23)CCC1 ?
PI4K2A block: -2

What do the screens show for `CCCCCCCCN1C(=O)[C@@H](CC(=O)NCc2ccccc2)C[C@@]2(C(=O)OC)C1=C[C@H](C(C)C)O[C@@H]2C1CC1`?
PI4K2A block: 0

What do the screens show for `O=C(CN1CCN(Cc2ccccc2Cl)CC1)N/N=C\c1ccccc1F`?
PI4K2A block: 0

How did CN1CCC(N[C@@H](Cc2c[nH]c3ccccc23)C(=O)NCC(c2ccccc2)c2ccccc2)(C(=O)NC2CCCCC2)CC1 do in these assays?
PI4K2A block: 1

How did COc1ccccc1-c1nnc2n1N=C(c1ccc3c(c1)OCO3)CS2 do in these assays?
PI4K2A block: 0

How did CC(C)(C)OC(=O)NCc1ccccc1/C=C/S(=O)(=O)NC1CCCC1 do in these assays?
PI4K2A block: 2

How did C/C(=N/NC(=O)Cc1cccs1)c1cccc([N+](=O)[O-])c1 do in these assays?
PI4K2A block: 4

How did O=C(C(=O)N1CCN(c2ccccc2)CC1)c1ccncc1 do in these assays?
PI4K2A block: -3

Results for Cc1ccc(-c2nc3ncccn3c2NC(=O)Nc2ccc(OC(F)(F)F)cc2)cc1 ?
PI4K2A block: 3

How did Cc1cccc(C)c1NC(=O)C1C(c2ccc3c(c2)OCO3)=Nc2ccccc2N1C(=O)c1cccc(C(F)(F)F)c1 (centres undefined) do in these assays?
PI4K2A block: 6

Results for COCCCN1C(=O)[C@H](CC(=O)NCC2CCCCC2)[C@]2(C(=O)OC)CCCCC=C12 ?
PI4K2A block: 1

What do the screens show for `COC(=O)[C@]12C[C@H](CC(=O)NCc3cccs3)C(=O)N(CCc3ccc(OC)c(OC)c3)C1=C[C@H](C(C)C)O[C@@H]2C1CC1`?
PI4K2A block: 1

What do the screens show for `COc1cc(NC(=O)c2ccccn2)ccc1NC(=O)c1ccccc1Cl`?
PI4K2A block: -7

What do the screens show for `Cc1ccccc1C(=O)NC1CCCCN(Cc2cccc(F)c2)C1=O` (centres undefined)?
PI4K2A block: -4

How did Cc1ccc(-n2c(SCC(=O)Nc3cccc4ccccc34)nnc2-c2cccs2)cc1 do in these assays?
PI4K2A block: -1

Results for Cc1ccc2ccc(Cl)cc2n1 ?
PI4K2A block: -3

What do the screens show for `Cc1ccc(-c2nnc(SCC(=O)Nc3ccc(Oc4ccccc4)cc3)n2-c2ccc(Cl)cc2)cc1`?
PI4K2A block: 11

What do the screens show for `CCCC1CCC2(CC1)CCC2OC(=O)Nc1ccccc1OC` (centres undefined)?
PI4K2A block: -2

Results for Cc1ccc(N2CCN(C(=O)C(=O)c3ccc4c(c3)OCO4)CC2)cc1 ?
PI4K2A block: 0

How did CC(C)CN1C(=O)[C@@]2(CC(=O)N(C)C2c2ccccc2)c2cc(-n3cc(CN(C)C)nn3)ccc21 (some centres undefined) do in these assays?
PI4K2A block: -7

Structural class, the entries above with an aryl thioether with sulfur outside any ring.
How did Cc1ccc(-n2c(SCC(=O)Nc3cccc4ccccc34)nnc2-c2cccs2)cc1 do in these assays?
PI4K2A block: -1

What do the screens show for `Cc1ccc(-c2nnc(SCC(=O)Nc3ccc(Oc4ccccc4)cc3)n2-c2ccc(Cl)cc2)cc1`?
PI4K2A block: 11

Remaining list, next part
How did C=CCN1C(=O)[C@H](CC(=O)N2CCC(c3ccccc3)CC2)[C@@]2(C(=O)OCC)CCCC=C12 do in these assays?
PI4K2A block: -2

Results for COC(=O)[C@]12CCCCC=C1N(Cc1ccc(OC)cc1)C(=O)[C@@H]2CC(=O)NCC12CC3CC(CC(C3)C1)C2 ?
PI4K2A block: 3

How did CN(C)[C@@H]1CCN(c2ccc3c(c2)O[C@H]2CCN(C2)S3(=O)=O)C1 do in these assays?
PI4K2A block: -3

How did COc1ccc(C(C(=O)NC(C)(C)C)n2c(-c3ccc(-c4ccccc4)cc3)nc3ccccc32)cc1 (centres undefined) do in these assays?
PI4K2A block: -4

Results for O=C(NCc1ccccc1)C(c1ccccc1)n1c(-c2ccccn2)nc2ccccc21 (centres undefined) ?
PI4K2A block: 0

Results for CC(C)(C)OC(=O)NCc1cc2c(cc1/C=C/S(=O)(=O)NCc1ccc(F)cc1)OCO2 ?
PI4K2A block: 0

Results for Nn1c(SCc2c(Cl)cccc2Cl)nnc1-c1n[nH]c2c1CCC2 ?
PI4K2A block: 2

Results for CC(C)CN1CN2Cc3ccccc3C2CS1(=O)=O (centres undefined) ?
PI4K2A block: -3

Results for CS(=O)(=O)N1C[C@]2(c3ccccc3)CC1Cc1ccccc12 ?
PI4K2A block: 0

How did COC(=O)[C@]12C[C@H](CC(=O)NCc3cccs3)C(=O)N(Cc3ccc4c(c3)OCO4)C1=C[C@H](C(C)C)O[C@@H]2C1CC1 do in these assays?
PI4K2A block: 1

Results for C#CCNC(=O)C[C@@H]1C[C@@](CCC(=O)OCC)(C(=O)OCC)C2=CCCCN2C1=O ?
PI4K2A block: -1

What do the screens show for `COCCCN1C(=O)[C@H](CC(=O)NCc2cccs2)[C@]2(C(=O)OC)CCCCC=C12`?
PI4K2A block: -5

What do the screens show for `O=c1[nH]c(=O)n([C@H]2O[C@H](CO)[C@@H](O)[C@@H]2O)cc1/C=C\Br`?
PI4K2A block: 0

Results for CCCCNC(=O)C1C(c2ccc(C(F)(F)F)cc2)=Nc2ccccc2N1C(=O)c1cccc(C(F)(F)F)c1 (centres undefined) ?
PI4K2A block: 3

How did COC(=O)C[C@H]1CC[C@@H]2[C@H](COc3ccc(NS(C)(=O)=O)cc3C(=O)N2C)O1 do in these assays?
PI4K2A block: 3

What do the screens show for `CCOC(=O)[C@@]12CCC3=C1N(CCC3)C(=O)[C@H](CC(=O)NCCCN1CCCC1=O)C2`?
PI4K2A block: 3

What do the screens show for `CC(C)NC(=O)C1(C)CN(S(C)(=O)=O)CC(=O)N1Cc1ccc2c(c1)OCO2` (centres undefined)?
PI4K2A block: 1

What do the screens show for `O=C(C(=O)N1CCN(C(=O)OCc2ccccc2)CC1)c1cccnc1`?
PI4K2A block: 0

Results for O=C(Nc1cc(Cl)ccc1F)C1CCCN1S(=O)(=O)c1cccc2cccnc12 (centres undefined) ?
PI4K2A block: 4

How did CC(C)c1cc(Cn2c3ccccc3c(=O)n2C(C)Cn2cc(C3CC3)nn2)on1 (centres undefined) do in these assays?
PI4K2A block: -3

What do the screens show for `C#CCNC(=O)C[C@@H]1C[C@@]2(C(=O)OCC)CCCC=C2N(CCC2=CCCCC2)C1=O`?
PI4K2A block: -1

How did c1ccc(N2[C@@H]3c4ccccc4C[C@H]2c2ccccc23)cc1 do in these assays?
PI4K2A block: 5

How did COC(=O)C[C@H]1CC[C@@H]2[C@@H](COc3ccc(NC(=O)c4ccccc4)cc3C(=O)N2C)O1 do in these assays?
PI4K2A block: 0

What do the screens show for `CC(C)[C@H](NC(=O)OC(C)(C)C)c1cc(C(=O)N2CCOCC2)c(N)s1`?
PI4K2A block: -6

What do the screens show for `O=C(Nc1ccc(F)cc1)OCc1cn(Cc2cccc(F)c2)nn1`?
PI4K2A block: -1

What do the screens show for `Cc1ccc2ccc(C(Nc3ccccc3)c3ccc(F)cc3)c(O)c2n1` (centres undefined)?
PI4K2A block: 3

Results for COP(=O)(OC)OC(C(=O)c1ccccc1)c1ccc(Cl)cc1 (centres undefined) ?
PI4K2A block: 1

What do the screens show for `Cc1ccc(S(=O)(=O)N2CC3C(=O)C[C@@H](c4ccccc4)N(S(=O)(=O)c4ccc(CCCOCCOCCNC(=O)OC(C)(C)C)cc4)C3CC2c2ccccc2)cc1` (some centres undefined)?
PI4K2A block: -3

Results for O=C(NCc1cccs1)C1C(=O)Nc2ccccc2C(=O)N1C1CCCC1 (centres undefined) ?
PI4K2A block: 1

Results for CCCCCCCCN1C(=O)[C@@H](CC(=O)NCc2cccs2)C[C@@]2(C(=O)OC)C1=C[C@H](C(C)C)O[C@@H]2C1CC1 ?
PI4K2A block: 0

How did C#CCNC(=O)C[C@@H]1C(=O)N(CCc2ccc(Cl)cc2)C2=CCCCC[C@]21C(=O)OC do in these assays?
PI4K2A block: 5

How did C=CCN1C(=O)[C@H](CC(=O)NCc2cccc3ccccc23)[C@@]2(C(=O)OCC)CCCC=C12 do in these assays?
PI4K2A block: -1

How did Cc1ccc(NC(=O)CSc2nc(C)cc(=O)[nH]2)c(C)c1 do in these assays?
PI4K2A block: 1

How did CCCCNC(=O)C1(C(C)=O)CC(C(=O)OCC)=NO1 (centres undefined) do in these assays?
PI4K2A block: 1

How did CN1CC=C(c2ccccc2)N(c2ccc(Br)cc2)C1=O do in these assays?
PI4K2A block: -1

What do the screens show for `CCn1c2ccccc2c2cc(C=Nn3c(-c4ccccc4C)n[nH]c3=S)ccc21`?
PI4K2A block: -5

How did Cn1c(=O)cc(OCCCC(=O)Nc2cc(Br)ccn2)c2ccccc21 do in these assays?
PI4K2A block: 1

What do the screens show for `CCCCNC(=O)C[C@H]1C[C@@]2(C(=O)OC)C(=C[C@H](C(C)C)O[C@@H]2C2CC2)N(CCc2ccc(OC)c(OC)c2)C1=O`?
PI4K2A block: -2

What do the screens show for `COC(=O)[C@@]12CCCCC=C1N(CCc1ccc(Cl)cc1)C(=O)[C@H]2CC(=O)NCC1CCCCC1`?
PI4K2A block: -3

How did CC1CCN(c2c3c(nc4ncnn24)CCCC3)CC1 do in these assays?
PI4K2A block: 3

What do the screens show for `C#CCNC(=O)C[C@H]1C(=O)N(CC=C)C2=CCCC[C@@]21C(=O)OCC`?
PI4K2A block: -1

What do the screens show for `COC(=O)[C@]12CCCCC=C1N(CCc1ccc(OC)c(OC)c1)C(=O)[C@H](CC(=O)NCCCCc1ccccc1)C2`?
PI4K2A block: 1

How did COC(=O)[C@]12C[C@H](CC(=O)NCCc3ccccc3OC)C(=O)N(Cc3ccc(Cl)cc3Cl)C1=C[C@H](COCc1ccccc1)O[C@@H]2C do in these assays?
PI4K2A block: -2

What do the screens show for `Cc1ccc(OCc2nc3ccccc3n2C(C(=O)NC(C)(C)C)c2ccccc2)cc1` (centres undefined)?
PI4K2A block: 7

How did C(=C\c1ccccc1)/CSc1nnc(COc2ccccc2)n1Cc1ccco1 do in these assays?
PI4K2A block: -7

Results for COc1ccc(/C=C/S(=O)(=O)NC2CCCC2)c(CNC(=O)OC(C)(C)C)c1 ?
PI4K2A block: -4

How did CC(C)(C)N1C(=O)c2ccccc2NC(=O)C1C(=O)NCCOc1ccccc1 (centres undefined) do in these assays?
PI4K2A block: 0

How did CCOc1ccc(-n2c(SCC(=O)Nc3ccccc3-c3ccccc3)nnc2-c2ccncc2)cc1 do in these assays?
PI4K2A block: -4

How did COC(=O)C1CN(Cc2ccccc2)CCS(=O)(=O)N1Cc1cn(Cc2ccccc2Br)nn1 (centres undefined) do in these assays?
PI4K2A block: 0

Results for CC1(C)CC(=O)N(CC(=O)N2CCN(c3ccc(F)cc3)CC2)c2ccccc2S1(=O)=O ?
PI4K2A block: 5

Results for Cc1csc(NC(=O)c2ccc(COc3ccccc3F)o2)n1 ?
PI4K2A block: 0

How did COC1=CC(=O)OC(c2ccccc2C(F)(F)F)C1 (centres undefined) do in these assays?
PI4K2A block: -1

Results for C#CCNC(=O)C[C@H]1C[C@@]2(C(=O)OC)C(=C[C@H](C3CCCC3)O[C@@H]2C)N(Cc2ccc(Cl)cc2Cl)C1=O ?
PI4K2A block: -3

What do the screens show for `COc1ccc(CN2C(=O)CN(S(C)(=O)=O)CC2(C)C(=O)NC(C)C)cc1OC` (centres undefined)?
PI4K2A block: -1

How did CC(/C=N\NC(=O)CSc1nnc(-c2ccc(Br)cc2)n1-c1ccccc1)=C\c1ccco1 do in these assays?
PI4K2A block: -3

Results for CCOC(=O)[C@]12CCCC3=C1N(CCC3)C(=O)[C@@H](CC(=O)N1CCSCC1)C2 ?
PI4K2A block: -1

What do the screens show for `COc1ccc(NC(=O)CSc2nnc(-c3n[nH]c4c3CCC4)n2N)cc1`?
PI4K2A block: 0
